Screening results: PubChem BioAssay, several laboratories
GPR55 antagonists = GPR55 antagonists blocking LPI-driven arrestin recruitment, primary screen, imaging, U2OS, beta-arrestin-GFP, LPI agonist (AID 2013); one-dose inhibition, % at 10 µM; IC50 in µM for titrated hits; G-protein coupled receptor 55 (Homo sapiens); 290,000 tested, 0.13% active; U2OS GPR55 beta-arrestin-GFP translocation imaging, LPI antagonism; higher % means a stronger effect;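 active = spots per cell inhibited over 60%, with over 100 cells counted and total cytoplasm intensity under 500,000; inconclusive = wells with under 100 cells, flagged as likely toxic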;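 also: U2OS cells stably carrying GPR55 and arrestin-GFP stimulated by 5 µM LPI near EC80; imaged beta-arrestin-GFP aggregate spots per cell after agonist stimulation; plate controls were LPI-stimulated DMSO wells for no effect and DMSO wells without LPI for full effect; some results filed as inactive read as strong as hits; confirmed hits need IC50 under 10 µM and bright autofluorescent wells are also inconclusive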
Myeloid diff MLP = induction of myeloid progenitor differentiation, primary screen, cell-based, flow cytometry, MLPCN library; 360,000 tested, 1% active; ER-HoxA9 myeloid progenitors, lysozyme-GFP differentiation; calls only at 10 µM;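 active = normalized GFP-positive differentiation at or above the plate's own cutoff, the solvent-only control mean plus 3 SD; inconclusive = no clear call, values can overlap the other calls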;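 also: cells exposed to compound for four days before flow analysis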
GPR55 activation = GPR55 agonists via beta-arrestin recruitment, primary screen, imaging, U2OS cells, beta-arrestin-GFP redistribution (AID 1961) | G-protein coupled receptor 55 (Homo sapiens) | U2OS GPR55 beta-arrestin-GFP redistribution imaging; higher % means a stronger effect | activation, % at 10 µM, or EC50 in µM where a hit was titrated | 290,000 tested, 0.048% active;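 active = activation above 40% with more than 50 cells counted in the well; inconclusive = wells holding fewer than 50 cells, flagged as toxic or sparse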;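 also: U2OS osteosarcoma cells stably expressing GPR55 and beta-arrestin-GFP; plate controls were DMSO negative control for no effect and LPI positive control for full effect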
NTR1 agonist = agonists of NTR1, primary screen, imaging, U2OS cells, beta-arrestin-GFP, high content (AID 493036); Neurotensin receptor type 1 (Homo sapiens), P30989; NTR1-U2OS beta-arrestin-GFP spot imaging, agonist mode; activation, % at 20 µM; 330,000 tested, 0.17% active;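 active = activation at or above 40% of the spot to cytoplasm intensity ratio, with at least 20 cells analyzed; inconclusive = wells under 20 cells, flagged as cytotoxic or low count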;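 also: 0% = DMSO without peptide and 100% = 100 nM NTR1 peptide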
Target sequence (P30989 whole entry, looked up): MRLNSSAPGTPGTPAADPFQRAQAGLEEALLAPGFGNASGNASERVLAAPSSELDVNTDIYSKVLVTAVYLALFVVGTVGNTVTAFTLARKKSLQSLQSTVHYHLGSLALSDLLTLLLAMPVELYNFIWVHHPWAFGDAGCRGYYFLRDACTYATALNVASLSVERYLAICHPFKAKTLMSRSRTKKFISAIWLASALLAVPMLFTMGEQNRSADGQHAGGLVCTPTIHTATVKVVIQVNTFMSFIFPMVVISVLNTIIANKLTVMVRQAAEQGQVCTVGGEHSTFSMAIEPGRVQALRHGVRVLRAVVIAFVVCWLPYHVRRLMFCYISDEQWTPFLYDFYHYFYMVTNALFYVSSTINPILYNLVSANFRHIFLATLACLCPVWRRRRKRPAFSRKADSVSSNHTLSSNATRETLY
KOR beta-arrestin-1 = KOR antagonists, beta-arrestin recruitment, cell-based, luminescence, uHTS (AID 1778); Kappa-type opioid receptor (Homo sapiens); KOR beta-arrestin recruitment, luminescence, antagonist mode; higher % means a stronger effect; inhibition, % at 10 µM; hits with a dose series show IC50 in µM; 290,000 tested, 0.091% active; also: strong numbers were not always called active
NOD1 inhibition = NOD1 signaling inhibitors, primary screen, cell-based, luminescence, uHTS (AID 1578); NOD1-driven NF-kB luciferase reporter cells, luminescence; higher % means a stronger effect; inhibition, % at 4 µM, or EC50 in µM where a hit was titrated; 290,000 tested, 1% active; in the data active = inhibition mostly above about 36%, no sharp cut-off; inactive = mostly below about 34%;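 also: HEK-293T reporter cells stimulated with the NOD1 agonist gamma-tri-DAP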
HEK293 NOD2/NF-kB = NOD2 signaling inhibitors, cell-based, luminescence, uHTS, HEK293 (AID 1566) | HEK293 NOD2/NF-kB luciferase reporter, luminescence; higher % means a stronger effect | one-dose inhibition, % at 4 µM; EC50 in µM for titrated hits | 290,000 tested, 0.63% active; also: many of its hits are not listed in these tables
T cell modulator = modulators of CD8 T cell-vesicle binding, primary screen, mouse 2C CD8+ T cells, flow cytometry; 330,000 tested, 0.068% active; calls only at 7 µM; AID 2052, 2009; 2C CD8+ T cell-vesicle binding; hits give low values;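 active = response, share of CD8 T cells binding vesicles, and their 90th percentile fluorescence all below set limits, cut at about 80% in these data, passing the limit was not always enough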
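Test system: purified 2C TCR transgenic mouse naive CD8+ T cells. Probe or stimulus: QL9-peptide-loaded Drosophila micro-vesicles bearing Ld, ICAM-1 and B7-1. Incubation: binding step 1.5 h, 37 °C, antibody labelling 20 min, ice. Measured by: flow cytometry of vesicle-bound cells.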
KOR beta-arrestin-2 = KOR agonists, beta-arrestin recruitment, primary screen, cell-based, luminescence, uHTS (AID 1777). KOR beta-arrestin recruitment, luminescence; higher % means a stronger effect. activation, % at 10 µM, or EC50 in µM where a hit was titrated. 280,000 tested, 0.02% active; in the data active = activation above about 50%, passing the limit was not always enough; also: a part of the inactive calls stands beside numbers as strong as those of hits
T cell modulator vesicle-bound % = recorded beside T cell modulator, whose call it bears; double positive events, %; measured here: CD8+ vesicle-bound cell fraction;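 binding gate set so that unloaded-vesicle control wells show 10% double positive cells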
NTR1 agonist cell count 20 µM = further read-out of NTR1 agonist, marked with its call; cell count; measured here: cell count, cytotoxicity flag
Myeloid diff MLP GFP+ MAC1+ % = second read-out of Myeloid diff MLP, no call of its own (marks repeat the call); GFP+ MAC1+ double positive, %; measured here: differentiation confirmed by MAC1 staining
* = called active by the depositor. Rule as the data show it, unless noted: active = inhibition above about 50%; inactive = the rest. This is a subset; the hit share may differ from the screen's.

Screening COCCN(CCOC)S(=O)(=O)c1ccc(C(=O)Nc2ccc([N+](=O)[O-])cc2OC)cc1 returned GPR55 antagonists 0%, Myeloid diff MLP inactive, GPR55 activation -0.5%, NTR1 agonist 1.5, KOR beta-arrestin-1 -20%, NOD1 inhibition 1%, HEK293 NOD2/NF-kB 12%, T cell modulator inactive, KOR beta-arrestin-2 4.4%, T cell modulator vesicle-bound % 21, NTR1 agonist cell count 20 µM 56 and Myeloid diff MLP GFP+ MAC1+ % 0.8.
COC(=O)[C@@H]1[C@@H](C)OC(=O)N[C@H]1c1ccccc1 was read as GPR55 antagonists 10%, Myeloid diff MLP inactive, GPR55 activation -0.3%, NTR1 agonist 1.4, KOR beta-arrestin-1 19%, NOD1 inhibition -46%, HEK293 NOD2/NF-kB -8%, T cell modulator inactive, KOR beta-arrestin-2 -1.6%, T cell modulator vesicle-bound % 14, NTR1 agonist cell count 20 µM 86 and Myeloid diff MLP GFP+ MAC1+ % 1.5.
O=[N+]([O-])c1ccc(CCn2ccnc2)cc1 was read as GPR55 antagonists 13%, Myeloid diff MLP inactive, GPR55 activation 0.5%, NTR1 agonist -1.6, KOR beta-arrestin-1 -11%, NOD1 inhibition -13%, HEK293 NOD2/NF-kB 8%, T cell modulator inactive, KOR beta-arrestin-2 1.3%, T cell modulator vesicle-bound % 50, NTR1 agonist cell count 20 µM 85 and Myeloid diff MLP GFP+ MAC1+ % 0.4.
Screening COCCn1c(SCC(=O)Nc2ccccc2OC)nnc1-c1ccco1 returned GPR55 antagonists 11%, Myeloid diff MLP inactive, GPR55 activation -0.1%, NTR1 agonist -2.2, KOR beta-arrestin-1 14%, NOD1 inhibition -32%, HEK293 NOD2/NF-kB 9%, T cell modulator inactive, KOR beta-arrestin-2 -2.8%, T cell modulator vesicle-bound % 22, NTR1 agonist cell count 20 µM 38 and Myeloid diff MLP GFP+ MAC1+ % 0.9.
For Cc1ccc(Cl)cc1NC(=O)N(C)CCO the results were GPR55 antagonists 6%, Myeloid diff MLP inactive, GPR55 activation -0.1%, NTR1 agonist -0.7, KOR beta-arrestin-1 -10%, NOD1 inhibition -8%, HEK293 NOD2/NF-kB 7%, T cell modulator inactive, KOR beta-arrestin-2 7.5%, T cell modulator vesicle-bound % 41, NTR1 agonist cell count 20 µM 52 and Myeloid diff MLP GFP+ MAC1+ % 0.6.
Cc1cccc(C)c1NC(=O)c1c(-c2ccccc2)noc1C was read as GPR55 antagonists -2%, Myeloid diff MLP inactive, GPR55 activation -0.1%, NTR1 agonist -1.3, KOR beta-arrestin-1 30%, NOD1 inhibition -1%, HEK293 NOD2/NF-kB 6%, T cell modulator inactive, KOR beta-arrestin-2 0.0%, T cell modulator vesicle-bound % 10, NTR1 agonist cell count 20 µM 51 and Myeloid diff MLP GFP+ MAC1+ % 2.0.
For O=C1CCCC(=O)C1Sc1ccc(Cl)cc1 the results were GPR55 antagonists 9%, Myeloid diff MLP inactive, GPR55 activation 0.1%, NTR1 agonist 0.5, KOR beta-arrestin-1 2%, NOD1 inhibition -14%, HEK293 NOD2/NF-kB 14%, T cell modulator inactive, KOR beta-arrestin-2 -6.8%, T cell modulator vesicle-bound % 52, NTR1 agonist cell count 20 µM 47 and Myeloid diff MLP GFP+ MAC1+ % 0.0.
`COc1cc2cc(C(=O)N/N=C/c3cccc(OC)c3OC)[nH]c2cc1OC` gave GPR55 antagonists 3%, Myeloid diff MLP inactive, GPR55 activation -0.2%, NTR1 agonist 0.7, KOR beta-arrestin-1 9%, NOD1 inhibition -1%, HEK293 NOD2/NF-kB 4%, T cell modulator inactive, KOR beta-arrestin-2 -2.6%, T cell modulator vesicle-bound % 47, NTR1 agonist cell count 20 µM 86 and Myeloid diff MLP GFP+ MAC1+ % 0.2.
For c1ccc(-c2nnnc3ccccc23)cc1 the results were GPR55 antagonists 2%, Myeloid diff MLP inactive, GPR55 activation -0.1%, NTR1 agonist 3.5, KOR beta-arrestin-1 -31%, NOD1 inhibition -27%, HEK293 NOD2/NF-kB 6%, T cell modulator inactive, KOR beta-arrestin-2 5.1%, T cell modulator vesicle-bound % 46, NTR1 agonist cell count 20 µM 65 and Myeloid diff MLP GFP+ MAC1+ % 1.3.
Cc1noc(C)c1CSCC(=O)N1CCN(c2ccc(F)cc2)CC1 was read as GPR55 antagonists 1%, Myeloid diff MLP inactive, GPR55 activation -1.0%, NTR1 agonist 2.6, KOR beta-arrestin-1 -18%, NOD1 inhibition 15%, HEK293 NOD2/NF-kB 17%, T cell modulator inactive, T cell modulator vesicle-bound % 37, NTR1 agonist cell count 20 µM 76 and Myeloid diff MLP GFP+ MAC1+ % 1.1.
CCNS(=O)(=O)c1ccc(CCC(=O)NCc2ccncc2)cc1 was read as GPR55 antagonists 2%, GPR55 activation -0.1%, NTR1 agonist 0.4, KOR beta-arrestin-1 -4%, NOD1 inhibition 19%, HEK293 NOD2/NF-kB 7%, T cell modulator inactive, KOR beta-arrestin-2 3.5%, T cell modulator vesicle-bound % 52 and NTR1 agonist cell count 20 µM 62.
Nc1cc(Oc2ccc(Cl)cc2Cl)nc(N)n1 was read as GPR55 antagonists -1%, Myeloid diff MLP inactive, GPR55 activation -0.2%, NTR1 agonist 0.5, KOR beta-arrestin-1 4%, NOD1 inhibition 40%, HEK293 NOD2/NF-kB 8%, T cell modulator inactive, KOR beta-arrestin-2 0.6%, T cell modulator vesicle-bound % 54, NTR1 agonist cell count 20 µM 65 and Myeloid diff MLP GFP+ MAC1+ % 0.2.
CC(CCCC(C)(C)O)NCCO (configuration not stated) was read as GPR55 antagonists -7%, Myeloid diff MLP inactive, GPR55 activation -0.2%, NTR1 agonist -0.5, KOR beta-arrestin-1 7%, NOD1 inhibition -13%, HEK293 NOD2/NF-kB -18%, T cell modulator inactive, KOR beta-arrestin-2 -2.4%, T cell modulator vesicle-bound % 22, NTR1 agonist cell count 20 µM 49 and Myeloid diff MLP GFP+ MAC1+ % 7.3.
For COc1ncnc2c1NC1=C(S2)C(=NCCC(=O)O)CC(C)(C)C1 the results were GPR55 antagonists 6%, Myeloid diff MLP inactive, GPR55 activation -0.2%, NTR1 agonist 0.9, KOR beta-arrestin-1 16%, NOD1 inhibition 28%, HEK293 NOD2/NF-kB 6%, T cell modulator inactive, KOR beta-arrestin-2 -2.2%, T cell modulator vesicle-bound % 46, NTR1 agonist cell count 20 µM 38 and Myeloid diff MLP GFP+ MAC1+ % 0.5.
`O=C1c2cccc3c([N+](=O)[O-])ccc(c23)C(=O)N1Cc1cccnc1` gave GPR55 antagonists 19%, Myeloid diff MLP inconclusive, GPR55 activation 0.2%, KOR beta-arrestin-1 28%, NOD1 inhibition -28%, HEK293 NOD2/NF-kB -1% and KOR beta-arrestin-2 -1.5%.
O=c1[nH]c(-c2cccnc2)nc2ccccc12 was read as GPR55 antagonists 0%, Myeloid diff MLP inactive, GPR55 activation 0.6%, NTR1 agonist -0.8, KOR beta-arrestin-1 -8%, NOD1 inhibition -8%, HEK293 NOD2/NF-kB 13%, T cell modulator inactive, KOR beta-arrestin-2 -1.3%, T cell modulator vesicle-bound % 23, NTR1 agonist cell count 20 µM 92 and Myeloid diff MLP GFP+ MAC1+ % 2.0.
`CCCOc1ccc(-c2nnn(CC(=O)Nc3cccc(C(=O)OC)c3)n2)cc1` gave GPR55 antagonists 4%, Myeloid diff MLP inactive, GPR55 activation -0.3%, NTR1 agonist -0.2, KOR beta-arrestin-1 23%, NOD1 inhibition -38%, HEK293 NOD2/NF-kB -4%, T cell modulator inactive, KOR beta-arrestin-2 -0.3%, T cell modulator vesicle-bound % 43, NTR1 agonist cell count 20 µM 84 and Myeloid diff MLP GFP+ MAC1+ % 2.3.
`NC(=O)CN1C(=O)/C(=c2\sc3nc(=O)c(Cc4ccccc4)nn3c2=O)c2ccccc21` gave GPR55 antagonists 10%, Myeloid diff MLP inactive, GPR55 activation 0.6%, NTR1 agonist -0.9, KOR beta-arrestin-1 -3%, NOD1 inhibition -7%, HEK293 NOD2/NF-kB 8%, T cell modulator inactive, KOR beta-arrestin-2 1.0%, T cell modulator vesicle-bound % 18, NTR1 agonist cell count 20 µM 45 and Myeloid diff MLP GFP+ MAC1+ % 0.4.
For CC1CCCCC1NC(=O)C1CCN(C(=O)NC2CCCCC2)CC1 (configuration not stated) the results were GPR55 antagonists -8%, Myeloid diff MLP inactive, GPR55 activation -0.1%, NTR1 agonist -0.5, KOR beta-arrestin-1 -12%, NOD1 inhibition -30%, HEK293 NOD2/NF-kB 4%, T cell modulator inactive, KOR beta-arrestin-2 5.5%, T cell modulator vesicle-bound % 46, NTR1 agonist cell count 20 µM 93 and Myeloid diff MLP GFP+ MAC1+ % 0.9.
Screening CC(C)c1nnc(NC(=O)C2CC(=O)N(CCc3ccc(F)cc3)C2)s1 (configuration not stated) returned GPR55 antagonists 12%, Myeloid diff MLP inactive, GPR55 activation 0.2%, NTR1 agonist 0.2, KOR beta-arrestin-1 -24%, NOD1 inhibition -18%, HEK293 NOD2/NF-kB 7%, T cell modulator inactive, KOR beta-arrestin-2 -2.9%, T cell modulator vesicle-bound % 33, NTR1 agonist cell count 20 µM 54 and Myeloid diff MLP GFP+ MAC1+ % 0.8.
Screening Cc1cc(C)nc(SCc2cn3ccccc3n2)n1 returned GPR55 antagonists 0%, Myeloid diff MLP inactive, GPR55 activation -0.1%, NTR1 agonist -0.3, KOR beta-arrestin-1 14%, NOD1 inhibition 8%, HEK293 NOD2/NF-kB 12%, T cell modulator inactive, KOR beta-arrestin-2 1.3%, T cell modulator vesicle-bound % 24, NTR1 agonist cell count 20 µM 42 and Myeloid diff MLP GFP+ MAC1+ % 0.2.
